Screens as filed in PubChem.
MC4R antag cAMP: human MC4R antagonism in cAMP assay; P32245; MC4R-expressing cells, MTII-stimulated cAMP, LANCE TR-FRET; inhibition, % at 6.5 µM; hit rate 0.48% among 360,000;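 active = inhibition above its plate's cutoff, the mean of tested wells on that plate plus 3 SD, cut at about 29% in these data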;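 note: 0% = Melanotan II alone and 100% = Melanotan II plus saturating MCL0020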
Target sequence (P32245 whole entry, looked up): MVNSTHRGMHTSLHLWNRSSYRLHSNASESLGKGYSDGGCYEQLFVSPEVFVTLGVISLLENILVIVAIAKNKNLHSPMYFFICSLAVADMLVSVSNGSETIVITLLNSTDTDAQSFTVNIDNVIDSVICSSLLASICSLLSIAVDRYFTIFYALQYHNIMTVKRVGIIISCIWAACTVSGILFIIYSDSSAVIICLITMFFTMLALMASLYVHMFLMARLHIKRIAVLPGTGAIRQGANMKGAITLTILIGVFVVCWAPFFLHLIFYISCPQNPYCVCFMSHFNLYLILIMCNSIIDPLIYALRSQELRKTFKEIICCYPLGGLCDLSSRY
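System: U2OS-MC4R stable cell line; Technique: Eu-cAMP/anti-cAMP TR-FRET, emission 671 nm; Repeats: single well per compound; Also added: Melanotan II; Dosing: one concentration, 6.5 µM nominal; Schedule: 30-min compound, 1-h challenge, 1-h detection, room temperature.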
H9c2 protect: modulators protecting cardiomyocytes from myocardial damage; protection from H2O2 cell death, % at 20 µM; H9c2 cardiomyocytes, H2O2 injury protection, ATPLite, 2 h; hit rate 0.63% among 360,000; AID 588492;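 active = compounds giving at least 50% protection of heart cells from peroxide-induced death in the single-dose screen, raw or plate-pattern-corrected value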;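 note: 0% = DMSO wells with peroxide and 100% = DMSO wells without peroxide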
HTR2A ag: activates the mouse 5-HT2A serotonin receptor; CHO-K1 mHTR2A beta-arrestin complementation, luminescence; percent of 30 µM serotonin response; activation, % at 7.6 µM; AID 624169; hit rate 0.66% among 360,000;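 active = activation above a run cutoff, the mean activation of all tested compounds plus 3 SD, cut at about 14% in these data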;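 note: 0% = plate median of compound wells and 100% = 30 µM serotonin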
ABHD5-PLIN5 inh: ABHD5-PLIN5 protein interaction inhibition; hit rate 0.78% among 360,000; inhibition, % at 4 µM; Q00G26+Q8WTS1; Split G. princeps luciferase complementation, luminescence, 4 h; AID 602281;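 active = inhibition above the mean inhibition across every tested compound plus 3 SD, cut at about 22% in these data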;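 note: 0% = DMSO only wells and the 100% control is not disclosed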
NOD2 RIPK2 PPI: inhibitors of human NOD2-RIPK2 interaction; AID 624267; O43353; CHO BLA complementation NOD2-RIPK2, CCF4 ratio; hit rate 0.38% among 360,000; inhibition, % at 4.98 µM; in the data active = inhibition above about 21%;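 note: 0% = vehicle only and 100% = reference blocker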
Target sequence (O43353 whole entry, looked up): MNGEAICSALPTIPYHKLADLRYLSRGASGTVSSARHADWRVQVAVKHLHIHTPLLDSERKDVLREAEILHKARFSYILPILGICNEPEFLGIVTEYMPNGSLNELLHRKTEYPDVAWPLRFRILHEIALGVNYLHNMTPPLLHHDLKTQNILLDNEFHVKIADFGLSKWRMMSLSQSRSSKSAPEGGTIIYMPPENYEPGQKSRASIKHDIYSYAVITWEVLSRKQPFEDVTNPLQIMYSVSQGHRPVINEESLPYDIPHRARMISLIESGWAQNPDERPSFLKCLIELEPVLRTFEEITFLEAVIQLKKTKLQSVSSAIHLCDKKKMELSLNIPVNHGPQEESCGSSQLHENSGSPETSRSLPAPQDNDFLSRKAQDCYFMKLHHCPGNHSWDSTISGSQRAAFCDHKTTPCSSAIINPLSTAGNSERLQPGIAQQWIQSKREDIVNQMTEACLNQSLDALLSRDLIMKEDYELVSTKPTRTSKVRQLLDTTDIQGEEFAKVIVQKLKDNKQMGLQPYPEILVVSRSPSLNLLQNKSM
MC4R ag barr: agonists of human melanocortin 4 receptor (MC4R) beta-arrestin. U2OS MC4R beta-arrestin complementation, luminescence; percent of melanotan II response, DMSO zero. P32245. activation, % at 8.9 µM. hit rate 0.98% among 360,000;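 active = activation above a per-plate cutoff, the mean activation of sample wells on that plate plus 3 SD, cut at about 8% in these data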
SRC2 inh: inhibits human steroid receptor coactivator 2. hit rate 0.17% among 370,000. inhibition, % at 9 µM. HEK293 GAL4-SRC2 luciferase reporter, luminescence. Q15596. AID 651957;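 active = inhibition above the mean inhibition of all tested compounds plus 3 SD, set per campaign, cut at about 52% in these data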;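 note: 0% = DMSO treated cells and 100% = cells given Gossypol at 36 µM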
TLR9-MyD88 inh: blocks human TLR9 binding to MyD88 | CHO BLA complementation TLR9-MyD88, CCF4 FRET ratio | hit rate 0.21% among 340,000 | inhibition, % at 4.98 µM;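 active = inhibition above the mean over all tested compounds plus 3 SD, cut at about 21% in these data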;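 note: 0% = DMSO only wells and 100% = clavulanate BLA inhibitor control wells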
ABCB6 inh 2: blocks the human ABCB6 transporter; K562-ABCB6 porphyrin accumulation, flow cytometry, 1 h; hits give low values; AID 602162; hit rate 0.19% among 360,000; fluorescence ratio to DMSO, % at 10 µM; Q9NP58;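 active = fluorescence ratio to DMSO below 75%, the collection mean minus 3 SD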;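 note: signal is porphyrin accumulated inside mitochondria; 100% equals median channel fluorescence of DMSO control wells; lower ratio means ABCB6 inhibition with less porphyrin fluorescence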
Glyco luc inh: N-linked glycosylation inhibition. D54 ERlucT glycosylation luciferase reporter, 24 h; percent of 100 nM tunicamycin response. AID 588692. hit rate 0.23% among 360,000. reporter increase, % at 12.5 µM;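 active = mean luciferase reporter signal, scaled so untreated is 0 and the glycosylation-blocking control 100, at or above a set limit in every replicate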;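 note: luciferase carries N-glycosylation sites so blocking glycosylation raises the light; 0% = median of neutral control wells and 100% = median of 100 nM tunicamycin wells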
Starred values were filed as active, the others as inactive; . = no result given. An excerpt; count on the stated rates, not on these rows.

SMILES	MC4R antag cAMP	H9c2 protect	HTR2A ag	ABHD5-PLIN5 inh	NOD2 RIPK2 PPI	MC4R ag barr	SRC2 inh	TLR9-MyD88 inh	ABCB6 inh 2	Glyco luc inh
O=C(COC(=O)CNC(=O)C1CCCCC1)Nc1ccc(F)c([N+](=O)[O-])c1	16	4	1	-4	-2	-0.7	-9	-6	93	1
Cc1c(NC(=O)C(C)OC(=O)c2cccs2)c(=O)n(-c2ccccc2)n1C (stereo not given)	1	-3	-4	-4	-5	-1.6	7	-6	99	0
CCOC(=O)c1ccc(NC(=O)c2nc[nH]c2C(=O)NCc2ccccc2)cc1	8	22	-4	2	-5	8.4*	17	6	91	-3
O=C(NCC1CCCO1)c1ccc2[nH]c3c(c2c1)CCCC3 (stereo not given)	5	-4	-2	12	-10	-3.6	-37	-3	104	5
N#Cc1c(NC(=O)CSc2nc(N)cc(=O)[nH]2)sc2c1CCCC2	-11	-14	9	3	2	-0.3	17	-12	97	3
O=C(Nc1cccc(/C=C/c2ccccn2)c1)c1ccc(-n2cncn2)cc1	20	69*	5	11	-4	0.9	.	1	91	-5
CC(C)C1C(c2ccccc2)N(C)C(c2ccccc2)CC1(O)c1ccccc1 (stereo not given)	29*	-16	-4	-10	8	2.0	-2	-1	101	-4
O=C(Nc1ccc(OC(F)(F)F)cc1)c1ccc2nccnc2c1	10	-15	-3	1	-8	-0.5	-13	5	98	-2
O=C(NC(=S)NC1CCCCCCCCCCC1)c1cccnc1	-3	1	17*	0	-8	-1.9	18	-2	99	0
c1ccc(-c2nc3ccccc3o2)nc1	6	-12	0	-3	-16	-1.8	-31	14	103	0
N#Cc1nc(-c2ccc(OCc3ccc(Cl)cc3)cc2)oc1NCCCn1ccnc1	8	-3	-6	4	6	-0.8	-23	-15	128	2
COc1ccc(NC(=O)c2cc(-c3cc(F)ccc3OC(C)C)n[nH]2)cc1OC	5	6	-5	-1	4	0.1	22	.	92	0
NS(=O)(=O)c1cc(C(=O)OCC(=O)N2CCOCC2)ccc1Cl	-3	2	3	-8	17	0.2	-5	-1	97	2
CCCCCC(=O)Nc1ccccc1N1CCN(c2ccccc2)CC1	10	-1	-3	1	-10	3.9	17	6	102	-4
Cc1cc(C)c(S(=O)(=O)Nc2ccc(N(C)C)cc2)c(C)c1-n1cnnn1	7	0	1	1	-11	0.2	-3	-15	104	-4
CCOC(=O)CC1=NN(c2ccccc2)C(=O)C1	7	0	1	-4	-3	-1.9	4	-5	94	0
Cc1ccc(C(=O)NN2C(=O)C3C4c5ccccc5C(c5ccccc54)C3C2=O)cc1 (stereo not given)	23	-1	4	2	-9	1.4	5	-7	100	1
N/C(=N\NC(=O)c1ccccc1Cl)c1cc2ccccc2oc1=O	-1	4	-2	3	5	0.7	-4	-1	105	0
Cc1nn(C)c(C)c1/C=N/NC(=O)CCn1nc(C)c([N+](=O)[O-])c1C	6	13	-2	-7	-1	-0.8	-1	28*	96	2
CC(C)CN(C(=O)CN1CCN(S(=O)(=O)c2ccc3ccccc3c2)CC1)c1c(N)n(CC(C)C)c(=O)[nH]c1=O	0	6	2	-3	0	-0.2	11	-6	95	4
Cc1cc(-c2nc(C)c(-c3nnc(SCC(=O)Nc4cc(Cl)cc(Cl)c4)n3C)s2)no1	3	1	4	6	4	-3.1	13	-6	95	0
O=C(N/N=C/c1ccccn1)c1cccc(NC(=O)c2ccccc2Cl)c1	0	19	5	5	-5	-2.0	-14	0	78	2
CCc1nnc(NC(=O)C2CCCN(c3nc4ccccc4s3)C2)s1 (stereo not given)	3	3	3	0	-3	-0.2	-9	0	99	2
CCN(CC)CCn1c2c(c(SCC(=O)Nc3ccc4c(c3)OCCO4)nc1=O)CCC2	12	3	4	8	-2	-0.6	-5	-3	97	-4
O=S(=O)(c1cccs1)N1CN(C2CCCCC2)c2nc3ccccc3nc21	10	3	1	1	-18	0.8	-35	10	100	2

A draw from above in order of SMILES length, high to low.
SMILES	MC4R antag cAMP	H9c2 protect	HTR2A ag	ABHD5-PLIN5 inh	NOD2 RIPK2 PPI	MC4R ag barr	SRC2 inh	TLR9-MyD88 inh	ABCB6 inh 2	Glyco luc inh
Cc1ccc(C(=O)NN2C(=O)C3C4c5ccccc5C(c5ccccc54)C3C2=O)cc1 (stereo not given)	23	-1	4	2	-9	1.4	5	-7	100	1
CCOC(=O)c1ccc(NC(=O)c2nc[nH]c2C(=O)NCc2ccccc2)cc1	8	22	-4	2	-5	8.4*	17	6	91	-3
N#Cc1nc(-c2ccc(OCc3ccc(Cl)cc3)cc2)oc1NCCCn1ccnc1	8	-3	-6	4	6	-0.8	-23	-15	128	2

Further records
SMILES	MC4R antag cAMP	H9c2 protect	HTR2A ag	ABHD5-PLIN5 inh	NOD2 RIPK2 PPI	MC4R ag barr	SRC2 inh	TLR9-MyD88 inh	ABCB6 inh 2	Glyco luc inh
O=C(N/N=C/c1ccccn1)c1cccc(S(=O)(=O)N2CCCC2)c1	-8	26	-1	0	7	-0.4	-3	6	102	1
COc1ccc(OC)c2c(N3CCN(C)CC3)cc(C(F)(F)F)nc12	1	21	-3	-1	-3	-0.3	-20	0	104	0
O=c1[nH]c2cc(Cl)c(Br)cc2o1	-6	-12	-3	-5	-2	1.2	-32	4	96	0
N#CCCn1cc(/C=N/NC(N)=S)c(-c2ccc(Br)cc2)n1	10	2	1	-6	-4	-2.8	-41	1	100	5
CCCC(=O)Nc1ccc2oc(-c3ccncc3)nc2c1	-2	-1	-1	-6	-5	-2.3	-21	0	92	1
CC(=O)c1cc(-c2ccccc2)[nH]c1N1CCCC1	1	14	4	-10	2	-3.0	5	2	96	2
O=C(COC(=O)Cc1ccc(Br)cc1)NCC1CCCCC1	10	-2	5	2	-10	0.8	7	1	99	1
O=C(COC(=O)c1ccccc1NC(=O)c1ccco1)NC1CCCCC1	3	14	-7	-2	-15	-1.7	10	1	100	0
COc1ccc(OC)c(N/C(=N/c2nc(C)cc(C)n2)NC(C)=O)c1	13	10	4	2	-11	-1.2	-10	-13	95	1
CCOc1ccc2nc(C(=O)N3CCCC(C)C3)sc2c1 (stereo not given)	12	-10	9	-2	3	0.8	-29	-7	93	-9
COC1CCCN(Cc2c(C(=O)N3CCN(C4CCCCC4)CC3)nc3ccccn23)C1 (stereo not given)	-5	-1	-7	-3	10	-2.3	11	-13	105	1
CCOC(=O)C1=C(CSc2nnnn2C)N(C)C(=O)NC1c1ccccc1 (stereo not given)	6	3	7	-7	-15	-2.1	-3	3	87	0
COc1ccc(-c2nn(-c3ccccc3)cc2/C=C(\C#N)C(N)=O)cc1[N+](=O)[O-]	-13	13	2	6	1	2.3	20	-5	99	4
O=C(Nc1ccc(Cl)cc1)Nc1ccc(-c2cnco2)cc1	4	-9	8	-1	1	0.6	-11	0	99	-4
COc1ccccc1CNc1nc(NCc2ccc(C)cc2C)c2sccc2n1	2	-25	0	19	17	0.4	.	.	100	-5
Cc1ccc(-c2ccc(CN3C(C)C(=O)N(Cc4cn(CCC5OCCO5)nn4)CCS3(=O)=O)cc2)cc1 (stereo not given)	0	-5	-1	7	-7	-0.3	12	-4	94	-1
Cc1n[nH]c(C)c1CN(C)C(=O)c1cc(COc2ccc(F)c(F)c2)on1	0	1	-13	-3	-3	-3.1	-17	-7	99	-1
CC(Oc1ccc2ccccc2c1)C(=O)NNC(=O)Nc1ccccc1F (stereo not given)	8	-9	4	-1	-1	-3.3	16	4	95	1
CCn1nccc1C(=O)NC1=C(C#N)CCC1	4	5	4	-3	-3	-1.2	-12	-7	95	0
CC(C)=CCCC(C)CN1CCC(N2CCC(C(=O)N3CCOCC3)CC2)CC1 (stereo not given)	-1	6	-5	-6	-3	-0.6	-5	2	100	-4
Cc1cc(C)n(CC(O)Cn2c(C)c(C)c3ccccc32)n1 (stereo not given)	2	0	-6	-7	-5	0.9	-15	-6	389	1
O=C(c1ccccc1Br)N1N=C(c2ccccc2)CC1c1ccccc1F (stereo not given)	-3	-1	-5	-4	-1	2.6	-1	-11	95	-3
CCCNC(=O)CSCc1nc(-c2ccc(SC)cc2)oc1C	10	6	-4	-15	-4	-1.8	4	-1	100	3
COc1ccc(N2CCN(C(=O)COC(=O)Cc3c(F)cccc3Cl)CC2)cc1	1	-8	-2	0	-2	-5.0	9	-13	94	0
CN(c1ccc(C(=O)N2CCOCC2)cc1)S(C)(=O)=O	11	-2	-4	3	4	-1.9	-6	1	101	1
Next records follow.
SMILES	MC4R antag cAMP	H9c2 protect	HTR2A ag	ABHD5-PLIN5 inh	NOD2 RIPK2 PPI	MC4R ag barr	SRC2 inh	TLR9-MyD88 inh	ABCB6 inh 2	Glyco luc inh
Cc1cccn2c(Nc3ccccc3)c(-c3ccccn3)nc12	-2	-2	-7	-6	0	0.1	11	0	101	-2
COc1ccc(/C=C(/NC(=O)c2ccco2)C(=O)NCc2ccco2)cc1	-1	6	5	-1	-4	-1.0	-23	-4	92	0
Cc1ccn2c(=O)c(C(=O)O)cnc2c1	15	3	3	3	12	0.4	-2	-14	100	0
O=C(COC(=O)c1cc[n+]([O-])cc1)Nc1ccc(F)c([N+](=O)[O-])c1	8	-4	-4	-2	-7	-0.4	-6	-1	95	2
CC(C)=CCC/C(C)=C/CC/C(C)=C/COc1ccc2ccc(=O)oc2c1	0	-7	-1	-1	-3	-1.2	-6	0	95	-2
COCCn1c(Cc2ccccc2)nnc1SCC(=O)Nc1cc(C)on1	7	10	-1	-3	2	-1.5	11	0	104	-1
CS(=O)(=O)Nc1ccc(-c2cn3c(n2)SCC3)cc1	15	8	7	-7	-1	-1.5	-15	-15	102	1
Cc1ccc(Cl)cc1N1CCN(S(=O)(=O)c2c(C)[nH]c(C)c2C(=O)N2CCCC2)CC1	8	-2	1	-2	0	-1.0	8	-4	99	-4
OC(CNCc1ccccc1C(F)(F)F)C(F)(F)F (stereo not given)	-5	-3	-5	10	7	-2.8	-8	-4	103	0
CC(/C=N/NC(=O)c1nnn(-c2nonc2N)c1CN1CCCCC1)c1ccccc1 (stereo not given)	8	1	-8	-4	7	0.8	-8	-5	95	2
CC(C)c1ccc(CN(C(=O)C2COc3ccccc3O2)C2CCS(=O)(=O)C2)cc1 (stereo not given)	2	2	1	-1	4	3.0	-10	-8	93	-2
CCN(Cc1ccccc1)C(=O)C1CCN(Cc2ccc(OC)c(OC)c2OC)CC1	4	-6	-5	-1	-5	2.7	5	-14	96	-1
CC(C)C1Nc2c(O)cc(Cl)c([N+](=O)[O-])c2C2C=CCC21 (stereo not given)	-1	-25	-1	6	-6	-4.0	15	2	99	0
CCCNC(=S)Nc1ccc(Oc2ccccc2)cc1	0	-8	-6	-3	-18	0.2	-10	-5	84	-5
CC(C)CC1CCCCC1OC(=O)C[N+]1(C)CCCCC1 (stereo not given)	6	-3	-5	3	-10	-1.2	-16	-4	91	3
C=CCn1c(SCC(=O)Nc2ccc(F)cc2)nc2ccccc2c1=O	0	0	-4	-8	11	-0.1	3	-4	99	-3
O=C(NCCc1ccccn1)c1nc(Cn2cc([N+](=O)[O-])cn2)no1	-2	2	4	-4	2	-0.1	-16	-7	97	0
N#CC1(NC(=O)CSc2nnc(-c3ccccc3F)o2)CCCCC1	0	0	-11	-9	-6	-3.4	2	1	96	1
